Screens as filed in PubChem BioAssay.
Diaphorase act = counter-screen for diaphorase-based assays: diaphorase activators and chemical reducers. Diaphorase/resazurin coupled assay, resorufin fluorescence, 16 min; active compounds read high; 1 = vehicle wells, 0 = NADH-free wells. activation factor at 20 µM. 190,000 compounds, 0.005% hits;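 active means diaphorase activity raised at least twofold by the compound at 20 µM; inactive means activation factor below 2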
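Assay system: bacterial diaphorase enzyme (C. kluyveri) / Input: enzyme 0.07 U/mL final / Medium: 50 mM HEPES pH 7.4 with 4.542 mM MgCl2, 0.005% Tween 20 / Doses: single compound dose of 20 µM, 1% DMSO final / Incubation: 16 min enzyme reaction, ambient temperature / Signal: fluorescence, excitation 544 nm and emission 590 nm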
S1P3 antagonist = antagonists of human S1P3 receptor | AID 485 | inhibition, % at 4.98 µM | 170,000 compounds, 0.27% hits | CHO S1P3 NFAT-BLA reporter, FRET fluorescence, antagonist mode;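 active means inhibition above the plate cutoff, the mean inhibition of test wells on that plate plus 3 SD, cut at about 28% in these data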;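 further: cells challenged with S1P at its EC80 of 0.8 µM; blue over green emission ratio from cleaved BLA substrate after 4 h stimulation; 0% = S1P-stimulated wells and 100% = unstimulated DMSO-only wells; some compounds past the cut are filed as inactive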
G6PDH counter = counter-screen for G6PDH assay hits: L. mesenteroides G6PDH inhibition. Purified L. mesenteroides G6PDH, diaphorase/resazurin coupled fluorescence, 45 min. inhibition, % at 5 µM. 200,000 compounds, 0.12% hits
PMI activator = increases human mannose-6-phosphate isomerase activity; activation factor at 20 µM; 190,000 compounds, 0.005% hits; purified human PMI, coupled resazurin fluorescence, 20 min; active compounds read high; 1 = vehicle control, 0 substrate-free wells; AID 1214;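 active means activation factor of 2 or more at 20 µM, relative to plate controls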
Diaph inh CS = inhibits diaphorase or chemically oxidizes, flagging diaphorase assay artifacts. 190,000 compounds, 0.69% hits. inhibition, % at 20 µM. diaphorase resazurin-to-resorufin fluorescence, NADH, 16 min; bacterial (C. kluyveri) enzyme, not human;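 active means primary screen inhibition at 20 µM above a set limit, cut at about 50% in these data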;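 further: plate controls were DMSO with full reaction for no effect and wells lacking NADH for full effect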
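Assay system: diaphorase enzyme from Clostridium kluyveri; Input: enzyme working solution with 0.14 U/mL diaphorase; Timing: 16 min at room temperature; Technique: resorufin fluorescence, excitation 544 nm, emission 590 nm; Benchmarks: positive control minus NADH, DMSO neutral control.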
TLR4-MyD88 BLA = inhibitors of human TLR4-MyD88 binding | inhibition, % at 8.4 µM | HeLa CL3-4 TLR4/MyD88 BLA complementation, FRET ratio | O00206+Q99836 | 200,000 compounds, 0.18% hits | AID 861; in the data active means inhibition above about 25%;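 further: 0% = vehicle and 100% = reference inhibitor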
Target sequence (O00206 whole entry, looked up): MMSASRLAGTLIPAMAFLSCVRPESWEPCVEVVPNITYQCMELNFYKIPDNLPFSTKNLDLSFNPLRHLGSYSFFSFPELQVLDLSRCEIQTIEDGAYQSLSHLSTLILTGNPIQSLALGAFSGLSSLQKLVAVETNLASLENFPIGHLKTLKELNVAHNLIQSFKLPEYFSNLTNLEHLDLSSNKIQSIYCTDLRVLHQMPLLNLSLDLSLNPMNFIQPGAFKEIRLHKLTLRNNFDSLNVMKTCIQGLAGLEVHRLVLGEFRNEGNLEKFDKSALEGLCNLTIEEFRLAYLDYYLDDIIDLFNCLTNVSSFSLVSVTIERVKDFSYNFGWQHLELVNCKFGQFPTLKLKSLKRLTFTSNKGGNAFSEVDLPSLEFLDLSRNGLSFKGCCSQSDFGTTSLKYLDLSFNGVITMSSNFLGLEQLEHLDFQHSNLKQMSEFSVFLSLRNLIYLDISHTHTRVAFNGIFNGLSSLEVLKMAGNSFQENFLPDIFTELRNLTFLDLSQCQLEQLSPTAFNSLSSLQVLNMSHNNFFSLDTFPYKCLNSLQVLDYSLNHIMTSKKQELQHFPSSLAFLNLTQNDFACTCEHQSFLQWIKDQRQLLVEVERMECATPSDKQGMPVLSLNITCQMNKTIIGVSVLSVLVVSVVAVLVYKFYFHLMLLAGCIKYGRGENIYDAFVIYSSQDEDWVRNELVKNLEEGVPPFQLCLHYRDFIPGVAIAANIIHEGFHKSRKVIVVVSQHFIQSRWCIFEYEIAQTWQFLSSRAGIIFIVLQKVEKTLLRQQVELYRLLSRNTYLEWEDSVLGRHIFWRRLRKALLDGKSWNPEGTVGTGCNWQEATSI
Target sequence (Q99836 whole entry, looked up): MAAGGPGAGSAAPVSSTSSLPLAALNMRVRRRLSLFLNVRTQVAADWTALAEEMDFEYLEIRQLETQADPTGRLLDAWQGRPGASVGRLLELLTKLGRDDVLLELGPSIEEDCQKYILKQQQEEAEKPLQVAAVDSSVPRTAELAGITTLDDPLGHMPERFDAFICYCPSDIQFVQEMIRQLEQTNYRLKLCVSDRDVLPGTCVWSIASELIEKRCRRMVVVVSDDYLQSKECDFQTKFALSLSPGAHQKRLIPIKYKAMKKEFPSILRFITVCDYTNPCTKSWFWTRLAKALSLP
Lmaj promast = inhibitors of Leishmania major promastigote growth; Leishmania major promastigotes, resazurin fluorescence viability; inhibition, % at 10 µM; 200,000 compounds, 9% hits; AID 1063;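 further: promastigotes grown with compound for 44 hours at 28 °C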
RAM inhibit = yeast RAM network inhibition; S. cerevisiae dse1pr::URA3 reporter, 5-FOA growth OD615, 2 d; analog-sensitive cbk1-as2 kinase mutant strain; 190,000 compounds, 1.8% hits; inhibition, % at 50 µM;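 active means inhibition above a set limit, 3 SD over mean compound inhibition, cut at about 8.4% in these data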;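 further: 0% = DMSO-only wells with no growth and 100% = 10 µM 1-NA-PP1 full growth; inhibition rescues growth on 5-FOA so higher OD means more RAM inhibition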
Redox H2O2 prof = compounds producing H2O2 with reducing agent – biochemical, NIH compound library profiling, artefact control for MLSCN library redox annotation, primary screen; DTT-dependent redox cycling H2O2, phenol red/HRP absorbance; 100% = 100 µM peroxide control, 0% = buffer; activation, % at 10 µM; 200,000 compounds, 0.03% hits; AID 878;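 active means activation of at least 50% relative to the plate's high and low controls in the primary single-dose screen; inactive means activation below 50%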;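 further: compound incubated with DTT at 0.8 mM final as the reducing agent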
Hsp70 act = Hsp70 transcriptional activation, primary screen. HeLa Hsp70 promoter luciferase reporter, luminescence; scaled: vehicle 0, proteasome-inhibitor control 100%. activation, % at 10 µM. 200,000 compounds, 0.04% hits. AID 1203;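 active means activation above the mean across all tested compounds plus 3 SD, cutoff set per campaign, cut at about 5.5% in these data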;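 further: 100% = MG132 at 30 µM as the positive control and 0% = DMSO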
PMI act satM6P = activators of human phosphomannose isomerase at near-saturating mannose 6-phosphate | P34949 | coupled PMI enzyme assay, resazurin fluorescence, 20 min; active compounds read high; 1 = untreated enzyme, 0 = substrate-free blank | activation factor at 20 µM | 190,000 compounds, 0.34% hits;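 active means activation factor of 2 or more at 20 µM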
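Test system: human PMI in coupled enzyme assay; Input: PMI at 15 ng/mL final; Medium: HEPES buffer, pH 7.4; Schedule: 20 min incubation at room temperature; Technique: resorufin fluorescence at Ex 544/Em 590 nm; Compound: 20 µM single dose; Probe or stimulus: Near-saturating mannose-6-phosphate, 1.0 mM.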
Starred values were filed as active, the others as inactive; . = not tested or not shown. Unless noted, no stated cut-off is given here; in the data, active means inhibition above about 50%; inactive means the rest.

SMILES,Diaphorase act,S1P3 antagonist,G6PDH counter,PMI activator,Diaph inh CS,TLR4-MyD88 BLA,Lmaj promast,RAM inhibit,Redox H2O2 prof,Hsp70 act,PMI act satM6P
Cc1ccc(Nc2c(-c3ccco3)nc3nc(C)cc(C)n23)cc1,0.8,8.7,2.6,1.1,15.6,7.8,5.7,1.5,-1.6,-0.2,0.9
O=C(Nc1cccc([N+](=O)[O-])c1)c1ccc(N2CCCC2=O)cc1,1,6.7,-4.6,1,1.2,-0.4,-3.6,3.1,0.1,-0.3,1
CCN1CCc2c(sc(NC(=O)c3ccc(S(=O)(=O)N4CCOCC4)cc3)c2C(N)=O)C1,0.8,-7.8,-18.5,0.8,19.3,-11.6,1.4,2.0,0.1,-0.3,0.9
Cc1nn(Cc2cccc(C(=O)NC(C)c3ccc(C(C)(C)C)cc3)c2)c(C)c1[N+](=O)[O-] (stereo unspecified),0.8,.,5.6,0.9,19.0,1.2,6.9,2.3,0.1,-0.2,1
Cc1ccc(C(=O)NC(=S)Nc2cccc(NC(=O)c3ccccc3)c2)cc1[N+](=O)[O-],0.9,-7.1,-3.2,0.9,9.8,13.0,4.8,10.1*,0.0,-0.3,1
CCOC(=O)C1=C(CC)Nc2ccccc2N=C1NC(=O)CCNC(C)=O,1,4.9,13.9,0.9,0.0,-8.8,-5.1,0.6,0.4,0.1,1
COc1cccc2c(=O)n(CC(=O)N3CCN(c4ccccc4)CC3)ccc12,0.9,-14.0,-0.3,1,7.4,-0.9,-7.7,0.9,0.6,-0.2,1
COc1ccc(-n2nc(C(=O)NCC(=O)NCCCN3CCCCCC3)c3ccccc3c2=O)cc1Cl,1.3,-1.3,-3.0,1.1,-34.5,-5.5,-0.1,1.4,-2.4,-0.2,1.1
O=C(CN1CCCCCC1)N/N=C/c1cccs1,1,.,2.0,1.1,2.2,-6.2,-5.2,2.2,-0.2,0.1,1.1
CCNc1nc(Oc2ccccc2)nc(OC(C)C(=O)OCC)n1 (stereo unspecified),0.8,.,4.4,0.9,23.5,-6.7,5.5,0.6,0.3,0.0,0.9
CC(C)NC(=O)Nc1ccc(Br)cc1Cl,1,-8.1,8.4,1,3.6,-9.8,12.3,1.4,-0.9,-0.1,1
C=CCN1C(=O)C(CC(=O)NCC)SC1=Nc1ccc(S(N)(=O)=O)cc1 (stereo unspecified),1,8.2,2.7,1,-4.2,-10.2,-3.2,0.7,0.7,-0.4,1
Cn1cnc(S(=O)(=O)Nc2ccc(C(F)(F)F)cc2)c1,1,-23.9,-6.8,1,4.2,5.0,-4.8,0.6,-0.8,0.0,1
COc1ccc(C2c3c(oc4ccccc4c3=O)C(=O)N2Cc2ccncc2)cc1OC (stereo unspecified),.,-34.4,.,.,.,11.6,-4.8,.,3.0,-0.2,.
C=CCNC(=S)N1CCC(C(N)=O)CC1,0.9,-16.5,3.2,0.9,5.5,-10.3,-6.8,2.7,-0.4,-0.2,1
Cc1ccc(NC(=O)CSc2nc(=O)cc(N)n2-c2ccccc2)cc1,1.1,.,6.4,1,-7.0,0.8,-5.5,0.7,0.1,-0.3,1.1
COc1ccc(CC(=O)Nc2ccc(-c3csc(C)n3)cc2)cc1,0.9,.,0.6,1,11.0,5.6,-7.1,2.9,0.3,-0.5,1
O=C(CCS(=O)(=O)c1ccccc1)Nc1ccc(N2CCOCC2)cc1,0.8,-7.4,10.9,1.1,15.1,-6.5,9.5,0.0,-0.7,0.3,1
Cc1ccc(CN2C(=O)CCC2C(=O)NCc2ccc3c(c2)OCO3)cc1 (stereo unspecified),0.8,-7.8,5.9,0.9,15.9,-4.9,-5.8,0.0,0.3,-0.5,0.9
Cc1ccc(C(=O)COC(=O)c2cc(=O)[nH]c3ccccc23)cc1C,1,-6.3,3.6,1,1.9,1.2,-2.9,3.6,0.1,-0.2,1
CC(=O)Nc1ccc(Nc2ncnc3c2cnn3-c2ccc(C)cc2C)cc1,0.8,.,-1.4,0.9,17.5,-6.0,68.0*,2.9,0.7,-0.2,1
COc1nc(-c2ccc(C)cc2)ccc1-c1noc(-c2cccnc2)n1,0.9,-3.9,-5.9,1,7.8,.,.,.,.,.,1
O=C(NC1CCCC1)C(c1ccccc1F)N(C(=O)c1ccco1)C1CCCC1 (stereo unspecified),0.9,-5.5,6.3,1,10.1,12.9,5.8,0.0,-2.2,-0.3,0.9
COC(=O)c1ccc(NC(=O)CSc2nnc(C(C)NC(=O)c3ccccc3Cl)n2C)cc1 (stereo unspecified),1.2,.,4.2,1.2,-16.2,-2.0,-3.8,4.1,1.5,0.0,1.2
C=CCn1c(NC)cc(=O)n(C)c1=O,1.1,1.1,6.3,1.1,-7.0,7.8,-3.8,0.3,1.8,-0.3,1.1
CNC(=O)N(C1=NCCCCC1)c1ccc(Br)cc1,0.8,-7.9,15.6,0.8,17.7,3.9,-3.9,1.9,0.3,-0.3,0.9
CCN(CC)C(=O)c1ccc2c(c1[N+](=O)[O-])C(=O)c1ccccc1C2=O,0.8,-21.3,18.3,1.2,20.4,-1.9,3.1,2.3,0.8,-0.4,0.7
COc1cccc(OC)c1C(=O)Nc1ccc(N2CCCCC2)cc1,1,.,11.4,1,4.2,1.3,-1.5,0.9,-0.5,-0.3,1
N#CCCN(C(=O)COc1ccc(Br)cc1F)c1ccc(F)cc1,1,-10.0,7.1,1.1,-2.7,-21.2,-0.6,1.2,0.1,-0.2,1
CCN1CC=C2C(C#N)=C(N)C(C#N)(C#N)[C@H](c3ccoc3)[C@H]2C1,0.8,.,11.2,0.9,18.9,-8.3,4.3,0.3,1.9,0.2,0.5
O=C(NCCc1ccc2c(c1)OCCO2)c1ccc([N+](=O)[O-])cc1Cl,1,-14.1,4.5,1.1,-1.0,-16.9,-3.0,1.5,1.0,-0.3,1.1
Cc1cc(C)c[n+](CC(=O)c2ccc(-c3ccccc3)cc2)c1,1.1,4.4,6.7,1.2,-8.8,-1.9,10.1,-1.1,0.0,0.4,1
CC(=O)Oc1ccccc1C(=O)Nc1ncc([N+](=O)[O-])s1,1,4.7,5.1,1,1.5,.,.,.,.,-0.1,1
CCOc1ccc2[nH]c(=O)c(C(c3nnnn3Cc3ccco3)N3CCCC(C)C3)cc2c1 (stereo unspecified),0.7,-32.9,18.6,0.8,32.7,-12.3,40.0,0.4,-1.7,-0.3,1
Cc1cccc(OCCOc2ccccc2C=C(C#N)C#N)c1,0.8,-7.6,-9.7,0.8,16.0,-4.1,93.9*,4.6,-0.3,-0.3,0.9
CCOC(=O)c1c(Nc2ccc(Cl)cc2)sc(/C=C2\C=Nc3ccccc32)c1O,0.9,.,-4.1,0.9,8.7,6.9,-2.0,9.3*,1.0,-0.3,1
CSc1nc(-c2ccccc2)cc(C)c1C#N,0.9,-4.4,20.8,0.9,6.6,-6.8,8.0,7.4,-0.6,0.2,0.9
Cn1nc(C(=O)NCc2cccnc2)c2ccccc2c1=O,0.9,-19.4,1.7,1,9.3,8.5,-2.9,1.9,0.5,0.1,1.1
O=C(c1ccco1)N1CCN(C(=O)C2CC(c3ccc(Cl)c(Cl)c3)=NO2)CC1 (stereo unspecified),0.9,14.8,-26.8,0.9,11.4,11.3,-3.1,-0.5,-0.1,-0.1,1
CC(C)Oc1cc(NC(=O)CS(=O)(=O)CC(=O)N(C)C)c(Cl)cc1Cl,0.9,-7.7,3.1,1,10.1,-15.8,-0.1,-1.3,-0.9,-0.3,1
Cc1ccccc1C(=O)N1CCN(c2ccc(NC(=O)c3ccco3)cc2Cl)CC1,0.7,30.6,-4.5,0.8,30.5,9.6,98.5*,0.7,1.8,-0.5,0.9
CCOc1ccc(N2C(=O)CC(SC(=NC)Nc3ccc(F)cc3)C2=O)cc1 (stereo unspecified),0.9,.,-4.0,0.9,12.7,6.5,-4.1,2.1,0.3,-0.1,1
Cc1cc(C(=O)CN2C(=O)NC3(CCCc4sccc43)C2=O)c(C)n1-c1ccccc1 (stereo unspecified),0.9,5.8,-4.0,0.9,7.8,15.8,4.8,4.7,0.1,0.1,0.9
